# HT1080NT lethal: kills 2HG-producing HT-1080-NT fibrosarcoma cells. Potency, µM (series often up to 46.1 µM), inactives show at the top dose activity, negative = less viability, usual class: cytotoxic. AID 686970. HT-1080-NT fibrosarcoma viability, CellTiter-Glo ATP luminescence, 48 h. 360,000 compounds, 1.6% hits;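 further: NT is the 2HG producing partner of a matched IDH1 knockdown line; potency means the concentration at half of the fitted maximal effect; 0% = DMSO-treated cells and -100% = media-only wells without cells; nearly all actives have a fitted effect of over 55% in size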
#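 HT-1080-NT; 750 cells/well; 5% FBS RPMI; 48 h compound, 37 degrees C; CellTiter-Glo luminescence; curve fitting and curve-class assignment.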
# MCF10A rerep: inducers of DNA re-replication in MCF 10A breast cells; 350,000 compounds, 2.9% hits; MCF 10A DNA re-replication, Hoechst nuclear intensity, 48 h; Potency, µM (highest dose often 46.1 µM), for the others: at the top dose activity, positive = re-replication, usual class: activators; further: potency means the concentration at half of the fitted maximal effect; % of control where 0% means no effect; nearly all actives have a fitted effect of over 50% in size
# ATXN2 expr inh: reduces ATXN2 reporter expression in HEK-293 cells | HEK-293 ATXN2-luciferase reporter, luminescence, 24 h | Potency, µM (titrated, usually from 57 µM), without a hit: top-dose activity change, negative = inhibition, actives largely listed as inhibitors | 360,000 compounds, 0.72% hits | AID 1745845; further: potency means the concentration at half of the fitted maximal effect; on the % scale 0 is the no-effect control and ±100 the full control effect; nearly all actives have a fitted effect of over 55% in size
#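 qHTS (up to 57 uM final) was run with 24 h compound exposure of reporter cells at 37 °C. Each well was multiplexed: SteadyGlo luminescence measured ATXN2-luciferase expression after a fluorogenic Gly-Phe-AFC viability readout (25 uM final).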
# KB-V1 MDR tox: KB-V1 MDR subline cytotoxicity. 400,000 compounds, 3.4% hits. KB-V1 MDR cells viability, CellTiter-Glo, 72 h. Potency, µM (highest dose often 46.1 µM), for the others: at the highest dose activity change, negative = cytotoxicity, hits mostly cytotoxic. AID 1347076; further: potency means the concentration at half of the fitted maximal effect; on the % scale 0 is the no-effect control and ±100 the full control effect; nearly all actives have a fitted effect of over 60% in size
#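 Cytotoxicity toward P-gp-expressing KB-V1 cells was determined as loss of CellTiter-Glo luminescence after 72 h at 37 degrees C. Compounds were tested in quantitative HTS format across a concentration range, with curves fitted to normalized data.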
# IL-1B inflam inh: inhibitors of inflammasome signaling (IL-1 beta secretion). THP-1 LPS/ATP IL-1B secretion, AlphaLISA, 16 h; stronger effect = lower value. activity change, % at 57.5 µM. 360,000 compounds, 4.7% hits; in the data active means activity change below about -50%; inconclusive means mostly about -30% to -49%; further: on the % scale 0 is the no-effect control and ±100 the full control effect
#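 Secreted IL-1B measured by AlphaLISA bead assay after 16 h compound exposure of THP-1 cells; compounds (final up to 57.5 uM) added 1 h before LPS (250 ng/mL) and ATP (1.25 mM) stimulation; lower signal means less secretion.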
# SW480 rerep: DNA re-replication induction in SW480 cells. SW480 DNA re-replication, Hoechst DNA content imaging, 48 h. Potency, µM (titrated, usually from 46.1 µM), inactives show top-dose re-replication activation, usual class: activators. 340,000 compounds, 1.8% hits. AID 624297; further: potency means the concentration at half of the fitted maximal effect; % of control where 0% means no effect; nearly all actives have a fitted effect of over 55% in size
#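 Per well, 250 cells were exposed to pinned compound for 48 hr. Nuclear DNA was visualised with Hoechst (40 min, 37 C) and total object intensity recorded by fluorescence scanning.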
# KB-3-1 tox: kills parental KB-3-1 adenocarcinoma cells; KB-3-1 viability, CellTiter-Glo ATP luminescence, 72 h; Potency, µM (doses to about 46.1 µM), for inactives: top-dose activity change, negative = cytotoxic, actives largely listed as cytotoxic; 400,000 compounds, 1.4% hits; further: potency means the concentration at half of the fitted maximal effect; on the % scale 0 is the no-effect control and ±100 the full control effect; nearly all actives have a fitted effect of over 60% in size
#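 Parental KB-3-1 adenocarcinoma cells in phenol-red-free DMEM with 10% FBS were pin-treated with compounds at several concentrations, incubated 72 h at 37 °C, and viability read by CellTiter-Glo luminescence; concentration-effect curves were fitted after normalization.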
# WRN helicase inh: blocks human WRN helicase | Potency, µM (titrated, usually from 114 µM), for inactives: top-dose activity change, negative = inhibition, actives largely listed as inhibitors | 360,000 compounds, 0.46% hits | WRN helicase unwinding, fluorescent forked duplex, kinetic | Q14191; further: potency means the concentration at half of the fitted maximal effect; on the % scale 0 is the no-effect control and ±100 the full control effect; nearly all actives have a fitted effect of over 55% in size
# Target sequence (Q14191 whole entry, looked up): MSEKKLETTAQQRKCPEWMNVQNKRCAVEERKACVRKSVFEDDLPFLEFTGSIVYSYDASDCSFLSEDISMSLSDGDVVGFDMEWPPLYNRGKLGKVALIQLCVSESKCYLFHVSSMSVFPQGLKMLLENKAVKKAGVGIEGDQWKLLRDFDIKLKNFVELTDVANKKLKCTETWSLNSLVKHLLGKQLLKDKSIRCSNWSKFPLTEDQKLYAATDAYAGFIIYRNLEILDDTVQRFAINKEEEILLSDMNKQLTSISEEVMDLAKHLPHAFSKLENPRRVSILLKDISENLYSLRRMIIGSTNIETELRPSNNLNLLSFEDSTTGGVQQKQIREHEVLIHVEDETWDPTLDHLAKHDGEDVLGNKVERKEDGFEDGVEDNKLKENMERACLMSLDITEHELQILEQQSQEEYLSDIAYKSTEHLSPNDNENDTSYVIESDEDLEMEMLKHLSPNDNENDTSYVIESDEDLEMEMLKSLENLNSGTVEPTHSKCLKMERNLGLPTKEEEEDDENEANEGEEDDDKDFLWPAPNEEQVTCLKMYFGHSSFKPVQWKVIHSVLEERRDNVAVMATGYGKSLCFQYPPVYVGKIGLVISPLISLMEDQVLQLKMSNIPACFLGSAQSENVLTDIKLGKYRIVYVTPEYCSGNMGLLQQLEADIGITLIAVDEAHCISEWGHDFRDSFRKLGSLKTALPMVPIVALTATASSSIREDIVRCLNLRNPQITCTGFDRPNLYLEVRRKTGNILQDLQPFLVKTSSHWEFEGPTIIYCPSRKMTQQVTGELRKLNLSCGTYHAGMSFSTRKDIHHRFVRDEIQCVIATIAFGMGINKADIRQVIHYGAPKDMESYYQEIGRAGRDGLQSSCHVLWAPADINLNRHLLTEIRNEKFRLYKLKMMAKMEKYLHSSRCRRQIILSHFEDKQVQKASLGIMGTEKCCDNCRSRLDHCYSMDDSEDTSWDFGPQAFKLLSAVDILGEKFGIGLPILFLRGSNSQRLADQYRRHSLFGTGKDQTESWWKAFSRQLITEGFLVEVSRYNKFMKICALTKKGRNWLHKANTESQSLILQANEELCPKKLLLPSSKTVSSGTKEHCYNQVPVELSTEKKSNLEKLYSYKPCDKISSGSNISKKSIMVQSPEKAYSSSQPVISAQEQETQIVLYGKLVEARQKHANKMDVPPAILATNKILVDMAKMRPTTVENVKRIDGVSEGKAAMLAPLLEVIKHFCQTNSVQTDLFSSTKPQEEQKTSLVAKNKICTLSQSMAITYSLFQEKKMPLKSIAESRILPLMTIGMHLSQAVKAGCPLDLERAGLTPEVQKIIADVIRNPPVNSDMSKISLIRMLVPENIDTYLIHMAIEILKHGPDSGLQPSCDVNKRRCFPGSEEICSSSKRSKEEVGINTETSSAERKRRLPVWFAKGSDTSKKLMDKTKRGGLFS
#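 Enzyme (20 nM final) and test compound sit together 15 min at room temperature before substrate addition. Substrate is a single-forked duplex oligonucleotide (100 nM) labelled with fluorophore and quencher, with 2 mM ATP; helicase unwinding raises red fluorescence, read kinetically.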
# HT1080 IDH1KD tx: kills HT-1080 cells with IDH1 knockdown; HT-1080 IDH1 knockdown viability, ATP luminescence, 48 h; Potency, µM (titrated, usually from 46.1 µM), without a hit: at the top dose activity, negative = toxicity, most hits filed as cytotoxic; 360,000 compounds, 2% hits;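 further: potency means the concentration at half of the fitted maximal effect; 0% = DMSO wells and -100% = cell-free medium wells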
#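 Viability of IDH1-knockdown HT-1080 fibrosarcoma cells was assessed by CellTiter-Glo after 48 h at 37 °C with titrated compound; concentration-effect curves were classified by fit quality and response size.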
# * hit, by the source's call; ? = inconclusive; . = no result given; [ ] = remark or other dose. Unless noted, the call rests on the fitted dose curve; in most records, active means well fitted curve in the direction sought with a large enough effect; inconclusive means small, poorly fitted or top-dose-only effect, or another doubt; inactive means no such curve, though single readings can be large; an effect the other way counts as inactive or inconclusive.
Compound | HT1080NT lethal | MCF10A rerep | ATXN2 expr inh | KB-V1 MDR tox | IL-1B inflam inh | SW480 rerep | KB-3-1 tox | WRN helicase inh | HT1080 IDH1KD tx
Cc1cccc(C(=O)NNC(=S)NC(=O)c2ccccc2)c1 | ? | 4% | -34% | 0% | ? | -1% | ? | ? | ?
COc1ccc(-c2cnc3c(NC(C)=O)cc(-c4ccc(S(C)(=O)=O)cc4)cn23)cc1OC | -21% | . | -3% | 1% | -26 | . | 0% | -12% | 2%
CC(C)C(=O)Nc1ccc(C(=O)N/N=C/c2cc(Br)cc(Br)c2O)cc1 | ? | 2% | ? | ? | 141 | 2% | ? | -5%[57.1 µM] | ?
O=C(O)c1cc(Cl)c2c(c1)[C@@H]1C=CC[C@@H]1[C@H](c1ccc(S(=O)(=O)N3CCOCC3)cc1)N2 | -5% | -12% | -8% | -1% | 17 | 1% | 12% | 28µM* | 1%
CCC(C)(C)n1nnnc1C(C(C)C)N(CCN1CCOCC1)Cc1cc2cccc(C)c2[nH]c1=O (stereo not drawn) | -1% | 4% | -2% | 15µM* | -17 | 3% | -8% | -17% | ?
CC1=C(C(=O)OCc2ccccc2)C(c2ccc(C(F)(F)F)cc2)NC(=O)N1CCCCCC(=O)O (stereo not drawn) | -3% | -11% | 2% | 2% | 5 | ? | 7% | -4% | -16%
Cc1ccc(CNC(=O)C2CCCCC2C(=O)O)cc1 (stereo not drawn) | -2% | 0% | -1% | 0% | -4 | -6% | 0% | 10% | 2%
COC(=O)c1cc2c(cc1Cl)SC(=NCCCN1CCOCC1)NS2(=O)=O | -1% | 7% | -4% | 0% | -11 | 0% | 12% | -6% | -2%
Cc1ccc(Oc2ccccc2NC(=O)CSCC(=O)Nc2cc(C)on2)cc1 | ? | ? | -16% | 4.6µM* | 7 | -5% | ? | -5% | ?
COc1ccc(CNc2nc(NCc3ccc(OC)cc3)c3[nH]cnc3n2)cc1 | ? | 12µM* | -16% | 0% | 10 | 5% | ? | 6% | ?
COc1ccc(-n2c(C)cc(C(=O)COC(=O)Cn3cnc4ccccc43)c2C)cc1 | -9% | 9% | -7% | -19% | 2 | 38% | ? | -19% | ?
Cc1cccc(-n2nc3c(c2NC(=O)C(C)C)CSC3)c1 | -1% | 18% | . | 15% | 14 | -10% | 4% | -2% | 5%
O=C(C1=NOC2(C1)C(=O)Nc1ccccc12)N1CCCC1 (stereo not drawn) | 23% | . | 10% | ? | 6 | . | 21% | -3% | 9%
O=C(O)/C=C/c1ccc(S(=O)(=O)Nc2cccnc2)cc1 | 10% | 7% | -9% | 0% | 28 | 4%[9.22 µM] | 2% | -32% | 9%
Clc1ccc(-c2csc(N3CCN(c4ccccc4)CC3)n2)cc1 | -1% | 4% | -16% | 0% | -5 | -10% | 0% | 0% | 0%
Cc1ccccc1-c1nc(-c2ccc(Br)o2)no1 | -1% | -2% | 20% | 20% | 38 | 1% | -21% | 0% | 0%
CCc1cc2c(=O)c(-c3cscn3)coc2cc1O | ? | -1% | 31%[activator] | -30% | 0 | -7% | -10% | -1% | ?
Cc1ccc(S(=O)(=O)N(C)C)cc1NC(=O)CN1C(=O)NC(Cc2c[nH]c3ccccc23)C1=O (stereo not drawn) | 5% | -21% | 2% | 6% | 0 | 0% | ? | -5% | 0%
CCOc1ccccc1NC(=O)CNC(=O)Cc1ccccc1 | 2% | 5% | -14% | 20% | 13 | 1% | 1% | 5% | 2%
Cc1ccc(OCCC(=O)OCC(=O)NC(=O)NCc2ccccc2)cc1 | 4% | -1% | 6% | 29% | 5 | -18% | -2% | -2% | 1%
N#Cc1c(-c2ccccc2)nc(SCC(=O)N2c3ccccc3Sc3ccccc32)[nH]c1=O | -14% | 21µM* | -24% | 16% | -20 | 9% | 7% | ? | -10%
COc1ccc(CCn2cc(C#N)c(=O)[nH]c2=O)cc1OC | 0% | 4% | -2% | 9% | -5 | -2% | 11% | 1% | 3%
C[C@H]1CN(S(=O)(=O)c2c(F)cccc2F)CCN1S(=O)(=O)c1ccc2c(c1)OCCO2 | . | 2% | -6% | 0% | . | 2% | 4% | . | .
C/C(=N\NC(=O)c1cccc(C)c1)c1cccc(NC(=O)c2ccco2)c1 | 8% | 1% | 3% | 1% | -2 | -17% | 9% | 7% | 8%
CC1CCCC(C)N1C(=O)COC(=O)c1ccc(Br)o1 (stereo not drawn) | 0% | 0% | 1% | 3% | -3 | -5% | -1% | -34% | 2%
CC(=O)NCCC(=O)N1CCCC(CNC(=O)c2ccc(-c3ccccc3)cc2)C1 (stereo not drawn) | 4% | -3% | 3% | 1% | 7 | -19% | 0% | 0% | 5%
CC(C)(C)c1ccc(C(=O)COC(=O)CN2C(=O)NC3(CCCC3)C2=O)cc1 | 0% | 3% | 0% | . | 7 | -4% | . | -8% | 2%
CCCSc1nc2ccccc2n1CC(=O)O | 5% | -1% | -10% | 16% | 9 | 1% | 10% | -1% | 4%
O=C1N(Cc2ccccc2)CC2(Br)COCOC12O (stereo not drawn) | 7% | ? | 9% | 0% | ? | ? | -2% | 18µM* | ?
Oc1cccc(CCc2ccccn2)c1 | 21% | -4% | 26% | -20% | -8 | -3% | 7% | 1% | 17%
COc1cc(NS(=O)(=O)c2ccc(NC(=S)NC(=O)c3ccco3)cc2)nc(OC)n1 | -10% | -10% | 3% | -1% | 21 | -2% | 27% | -3% | -5%
COc1ccc(Cc2nnc(NC(=O)Cn3cnc4c3c(=O)n(C)c(=O)n4C)s2)cc1 | -1% | -3% | -5% | 23% | 19 | -3% | 3% | 0%[57.1 µM] | -2%
Cc1nnc2ccc(-c3cccc(NC(=O)c4ccco4)c3)nn12 | 12% | ? | 23% | ? | 12 | -10% | -2% | -10% | 0%
CC(C)CC(=O)N=C1SC2CS(=O)(=O)CC2N1CCc1ccccc1 (stereo not drawn) | -22% | 5% | 1% | 13µM* | -4 | 4% | 0% | -6% | -19%
CC(C)C(C(=O)NC(C)(C)C)N1C(=O)c2ccccc2C1=O (stereo not drawn) | 4% | 0% | 2% | -17% | -6 | 2% | 17% | 7% | -7%
O=C(Nc1cc(Cl)c(Cl)cc1Cl)c1cccnc1 | 3% | -9% | -20% | 1% | 38 | ? | ? | -2% | 6%
CC1C/C(=N/NC(=O)c2cccc(F)c2)c2ccc(O)cc2C1 (stereo not drawn) | 9% | ? | 10% | 6% | -2 | -14% | 1% | 3% | 5%
CCn1c(SCc2ccc(C(=O)Nc3nccs3)cc2)nnc1-c1ccc(NC(C)=O)cc1 | 4% | 3% | 27% | ? | -23 | -6% | 12% | 2% | 1%
OC1(c2cn(Cc3ccccc3)nn2)CCCCC1 | 4% | -3% | -5% | 2% | 16 | -7% | -2% | -16% | 4%
COc1ccccc1CCC(=O)Nc1ccc2c(c1)c(=O)n(C)n2-c1cccs1 | ? | . | -5% | -19% | 67 | . | 3.3µM* | -14% | ?
Cc1nn(C)c(=O)n1-c1ccccc1 | 17% | 1% | -14% | 5% | -5 | 3% | 0% | -1% | 13%
CCOC(=O)c1cnc(-c2ccccc2)nc1Oc1ccc(Cl)cc1 | -3% | -10% | -2% | -2% | 23 | -1% | 3% | -3% | 0%
Cc1cc(C(=O)Nc2sccc2C#N)c2ccccc2n1 | -14% | 24% | -2% | -19% | 47 | 3% | 4% | -1%[11.6 µM] | -19%
O=C1c2ccccc2NC(c2cccc([N+](=O)[O-])c2)N1CCc1ccccc1 (stereo not drawn) | -19% | 4% | -9% | ? | -83* | 9% | -11% | -6% | -12%
CCOc1ccccc1NC(=O)COC(=O)c1c[nH]c2ccccc12 | -5% | 9% | -10% | -4% | 18 | 10% | -18% | ? | -1%
COc1cccc(NC(=O)C2CCC(CNS(=O)(=O)c3cccs3)CC2)c1 (stereo not drawn) | ? | ? | -19% | -12% | -18 | 21µM* | ? | 15% | -8%
C=CCn1cc(/C=C2/NC(=O)NC2=O)c2ccccc21 | -14% | 10% | -16% | -14% | 15 | -3% | -20% | -20% | -13%
COc1ccc(Cc2nc3ccc(C(=O)N(C)Cc4nccn4C)cc3o2)cc1 | 6% | . | . | ? | 12 | . | 17% | 3% | 6%
O=C(NNC1=C(C(=O)C(F)(F)F)CCC1)c1ccncc1 | -14% | 16% | -11% | 2% | 28 | 4% | 11% | 4%[57.1 µM] | 0%
CCSc1ncc(/C=N/Nc2ccc(F)cc2)n1C | -19% | 16% | 8% | -10% | -5 | -3% | -16% | 14% | -26%
Cc1ccc(C(=O)OCC(=O)N(C)C2CCS(=O)(=O)C2)cc1[N+](=O)[O-] (stereo not drawn) | 3% | -5% | . | 12% | 2 | -6% | 3% | -3% | -1%
CC(C)NC(=O)N(C)C[C@H]1Oc2c(NC(=O)c3ccc(-c4nccs4)cc3)cccc2C(=O)N([C@@H](C)CO)C[C@H]1C | -2% | 5% | -2% | 0% | 6 | -16% | 0% | -13% | 6%
Cc1ccc(NNC(N)=S)cc1Cl | -1% | -3% | . | -7% | 0 | 1% | 3% | 11% | 13%
O=C(CSc1nnc(-c2ccccn2)o1)Nc1ccccc1F | -3% | -1% | -26% | 5% | 0 | -6% | -2% | -12% | 8%
CC1CCN(C(=O)c2ccc(N3C(=O)C4CCC(C)CC4C3=O)cc2)CC1 (stereo not drawn) | 2% | -2% | -6% | -27% | . | -4% | -3% | 7% | 3%
Cn1c(-c2ccsc2)c(-c2cccs2)c2cc(Br)ccc21 | -1% | ? | 7% | 1% | 10 | 3% | -1% | -4% | -3%
CN(CCc1ccccn1)C(=O)CCC1CCCN(C(=O)c2c3c(nn2C)CCCC3)C1 (stereo not drawn) | 6% | 13% | -16% | -1% | 24 | -7% | 16% | 9% | 17%

# Source: PubChem (National Center for Advancing Translational Sciences (NCATS))
